RAD54 branch: inhibitors of human RAD54 branch migration | Q92698 | RAD54 Holliday junction branch migration, FAM/BHQ fluorescence | inhibition, % at 10.4 µM | 360,000 tested, 0.14% active | AID 602329;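 active means mean normalized replicate activity at least 40 and at least half of replicates scoring 40 or more; inconclusive means only one of the two criteria met; inactive means mean below 40 and under half of replicates reaching 40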;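 further: 0% = median of neutral control wells and 100% = median of positive control wells; inhibitors cause a drop in the FAM fluorescence signal; in these data hits start at about 50%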
Target sequence (Q92698 whole entry, looked up): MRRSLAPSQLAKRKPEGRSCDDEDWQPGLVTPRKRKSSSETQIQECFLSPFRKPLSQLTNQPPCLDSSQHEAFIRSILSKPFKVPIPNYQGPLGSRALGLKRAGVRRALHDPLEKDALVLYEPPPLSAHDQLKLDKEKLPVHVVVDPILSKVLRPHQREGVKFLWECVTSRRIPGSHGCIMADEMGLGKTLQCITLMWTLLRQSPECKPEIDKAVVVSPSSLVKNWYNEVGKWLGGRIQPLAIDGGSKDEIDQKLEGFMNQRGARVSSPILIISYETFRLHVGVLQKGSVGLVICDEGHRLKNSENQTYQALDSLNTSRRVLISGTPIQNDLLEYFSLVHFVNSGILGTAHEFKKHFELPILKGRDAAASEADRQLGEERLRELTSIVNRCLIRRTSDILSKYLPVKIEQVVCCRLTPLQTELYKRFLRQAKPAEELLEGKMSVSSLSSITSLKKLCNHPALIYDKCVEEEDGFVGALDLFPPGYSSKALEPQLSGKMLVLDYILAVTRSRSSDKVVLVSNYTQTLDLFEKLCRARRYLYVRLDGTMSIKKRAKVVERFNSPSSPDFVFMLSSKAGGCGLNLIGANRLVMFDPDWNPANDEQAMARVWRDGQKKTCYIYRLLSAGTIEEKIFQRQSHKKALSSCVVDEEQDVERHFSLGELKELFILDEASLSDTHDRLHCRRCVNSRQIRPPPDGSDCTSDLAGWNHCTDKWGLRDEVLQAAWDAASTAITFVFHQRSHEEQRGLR
esBAF inh: blocks esBAF chromatin remodeling in mouse ES cells. Bmi1-luciferase knock-in reporter, 24 h; 100% = twice the neutral-well signal. reporter increase, % at 12.5 µM. 350,000 tested, 2% active; in the data active means activation above about 40%; inconclusive means no clear call, values can overlap the other calls;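 further: 0% = median of the plate's neutral control wells and 100% = double that signal; a rise in the Bmi1 reporter signal indicates esBAF inhibition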
The depositor's hits bear a star; ? = inconclusive. This is a subset (hit frequency here may not be typical).

SMILES	RAD54 branch	esBAF inh
CCc1ccc(-c2nc(CN3CCC(C(=O)NCc4ccc(F)cc4)CC3)c(C)o2)cc1	-1	12
COc1cccc(CNC(=O)C2CCN(S(=O)(=O)N3CCCC3)CC2)c1	-1	0
CCc1ccc2[nH]c(=O)c(CN(CCN3CCOCC3)C(=O)Nc3ccccc3F)cc2c1	-1	14
CCCC(=O)C1=C(O)C(C(=O)OC)C(C)(C)CC1=Nc1cccc2ccccc12 (centres undefined)	-5	8
Cc1cccc(N2CCN(C(=O)Cc3ccc(Br)cc3)CC2)c1C	1	23
O=c1[nH]c2cc3c(cc2cc1CN(CCc1ccccc1)Cc1nnnn1CC1CCCO1)OCO3 (centres undefined)	-8	-1
CCc1nc(Nc2ccncc2)c2oc3ccccc3c2n1	66*	8
Cc1cc2cc(CN(C(=O)C3CC3)C3CCCC3)c3nnnn3c2cc1C	12	3
COc1ccc(N2CCN(C(c3cc4cc(C)ccc4[nH]c3=O)c3nnnn3Cc3ccccc3)CC2)cc1 (centres undefined)	5	5
CCCCc1nnc(NC(=O)CSc2nc(=O)cc(N)n2-c2cccc(C)c2)s1	-4	0
COc1cc(C(C#N)N2CCCCC2)ccc1O (centres undefined)	-5	-4
Cc1ccccc1OCC(=O)Nc1ccccc1CO	-3	18
Cc1ccc(NS(=O)(=O)c2ccc(NS(=O)(=O)c3cccs3)cc2)cc1	3	-6
CCOc1ccc2nc(NS(=O)(=O)Cc3ccccc3)sc2c1	5	39
Cc1c(C(=O)O)oc2c3c(ccc12)OCCO3	-18	-6
CSc1ccccc1NC(=O)c1cccs1	2	0
COc1ncnc2c1N[C@@](C)(O)c1c(F)c(F)c(F)c(F)c1S2	-9	3
Cc1cccn2c(=O)c3cc(C(N)=S)c(=N)n(CCCOC(C)C)c3nc12	6	-8
Cc1oc(-c2ccc(Cl)cc2)nc1CN1CCC(C(=O)N2CCc3ccccc3C2)CC1	-3	-8
Cc1nc2cc(C(=O)O)ccc2n1-c1ccc(F)cc1F	-5	-8
CCOC(=O)COc1ccc(-c2nnc(-c3ccccc3)o2)cc1	3	-14
O=C(NCc1nc2ccccc2[nH]1)c1ccc(Cl)c(S(=O)(=O)N2CCCC2)c1	-11	4
CCOc1cc(CNCCO)cc(Br)c1OCc1ccc(Cl)cc1Cl	4	-1
CC(C)(C)C(=O)c1cnc(Nc2ccccc2Cl)s1	0	?
COc1cc(CC(=O)O)c(C(C)=O)cc1OC	-1	48*
O=C(Oc1ccc(Cl)c2ccccc12)N1CCCCC1	8	38
COc1cccc(-c2[nH]nc3c2C(c2ccsc2)C(C#N)=C(N)O3)c1 (centres undefined)	-1	2
CCOc1ccc(Nc2nc(Cc3nnc(SCC(=O)NCc4ccco4)n3CC)cs2)cc1	5	-1
CC(NC(=O)OC(C)(C)C)C(=O)Oc1ccc2ccc(=O)oc2c1 (centres undefined)	-2	-11
CN(C)S(=O)(=O)c1ccc(S(=O)(=O)N(Cc2ccco2)Cc2ccccc2Cl)cc1	-4	-3
Cc1ccc(NC(=O)CCOc2ccccc2)c(C)c1	5	3
O=C(c1cccc(F)c1)N1CCN(c2cccc(Cl)c2)CC1	0	7
CC(=O)OC1CCC2(C)C(COc3ccc4ccc(=O)oc4c3)C(C)(O)CCC2C1(C)C (centres undefined)	-3	7
CCOC(=O)c1cccc(NC(=O)C(NS(=O)(=O)c2ccc3c(c2)CCN3C(C)=O)C(C)C)c1 (centres undefined)	0	0
O=C1CC(c2ccco2)c2ccc3ccccc3c2N1 (centres undefined)	6	17
CCn1nccc1C(=O)Nc1ccc(Cl)cc1Cl	3	5
COc1ccc2[nH]c3nc(SC(C)C)nnc3c2c1	-3	-65
COc1cccc(/C=C2/SC(=O)N(CC(=O)N3CCc4ccccc4C3)C2=O)c1OCC(=O)O	-15	-6
COc1ccc(C(=O)O)cc1S(=O)(=O)NCCCN1CCCC1=O	-1	-7
CCc1nc(CNC(=O)c2cc(OC)c(OC)c(OC)c2)no1	-4	-2
O=C(NC(C(=O)c1ccccc1)N1CCOCC1)c1cccs1 (centres undefined)	-7	3
CC(=O)c1ccc(OCC(O)CN2CCN(Cc3ccccc3)CC2)cc1 (centres undefined)	-7	1
O=C(CSc1nc2cc(Cl)ccc2o1)NCCc1ccccc1	7	-1
CCCCNC(=O)CSc1nc2ccc(NC(=O)CSc3nnc(COc4ccccc4C)n3C)cc2s1	5	-3
Cc1cc(NC(=O)COC(=O)C2CCN(S(=O)(=O)c3c(Cl)cccc3Cl)CC2)no1	6	-5
CN(NC(N)=O)c1ncc(C(F)(F)F)cc1Cl	4	-7
Cc1nnc(NC(=O)c2cccc(S(=O)(=O)N3CCc4ccccc43)c2)s1	-3	8
CCCOC(=O)c1ccc2c(c1)C(=O)N(c1ccccc1)C2=O	0	58*
CC1(C)Cc2c(sc3ncn(N)c(=N)c23)CO1	0	3
CCOc1ncccc1C(=O)OCC(=O)Nc1cccc(C(C)=O)c1	1	2
COc1cc(/C=N\Nc2ccc([N+](=O)[O-])cc2)ccc1OCC(=O)Nc1ccc(C)c(C)c1	-4	10
CCSc1ncc(C#N)c(=O)[nH]1	-1	-8
COc1ccc(-c2cc(C(F)(F)F)nc(SCC(N)=O)n2)cc1	11	51*
N#Cc1cn(CCCOc2ccccc2)c2ccccc12	-4	24
COc1ccc(-c2csc(C(O)c3ccccc3)n2)cn1 (centres undefined)	-3	61*
Cc1ccc(C)c(N(CC(N)=O)S(C)(=O)=O)c1	3	-12
c1ccc(-c2noc(C34CC5CC(CC(C5)C3)C4)n2)nc1	4	53*
COc1ccc(S(=O)(=O)N(Cc2ccc(OC)c(OC)c2)Cc2ccco2)cc1	12	13
CC1(C)CC(=O)c2cnc(NCC3CCCO3)nc2C1 (centres undefined)	-8	14
Cc1cc(C)nc(NC(=O)NS(=O)(=O)Nc2ccc(Br)cn2)n1	0	-2
Additional results:
SMILES	RAD54 branch	esBAF inh
Nc1cc2ccccc2oc1=O	-2	5
N=c1n(Cc2ccccc2)c2ccccc2n1CC(O)c1ccco1 (centres undefined)	-28	4
O=C(NNS(=O)(=O)c1ccc(Cl)cc1)c1cnn(-c2ccccc2)c1-n1cccc1	0	1
Cc1ccc2cc(CN(Cc3ccco3)C(=O)c3cccs3)c(=O)[nH]c2c1	4	15
Cc1ccc(C2CC(=O)c3cnc(NC(=O)c4ccco4)nc3C2)cc1 (centres undefined)	-7	1
COC(=O)C1CCN(C(=O)CCC2CCCCC2)CC1	-1	7
COC(=O)CCSc1cc([N+](=O)[O-])cc2c1c(C1OCCS1)nn2-c1ccccc1 (centres undefined)	2	-6
CCN(CC)Cc1csc2ccc(Br)cc12	5	-1
O=C(Cn1nc(C(F)(F)F)c2c1CCCC2)NCCN1CCOCC1	-3	5
COc1cccc(-c2cc(C(=O)N/N=C/c3ccc(OC)c(COC(C)=O)c3)c3ccccc3n2)c1	-1	5
CS(=O)(=O)N1CCC(C(=O)NCc2ccco2)CC1	-19	-13
CCCCCCOC(=O)C(C#N)c1nc2ccccc2nc1N1CCCCC1 (centres undefined)	-17	4
OC(CN1CCN(C(c2ccccc2)c2ccccc2)CC1)c1ccccc1 (centres undefined)	3	7
OC1(c2cccc(C(F)(F)F)c2)CCN(Cc2nnnn2CCc2ccccc2)CC1	3	-1
OCC1(CO)COC2(CCCC2)N1	-4	2
CCCc1nc2c(=O)n(C)c(=O)[nH]c2n1CCC	-3	-9
O=C(Nc1nccs1)C1C2/C=C\CCCCC21 (centres undefined)	-1	11
CCC(=O)Nc1ccc2c(c1)ncn2-c1ccc(OC)cc1	-7	36
CCOC(=O)c1c(N)sc2c1CCC1C(=O)N(C3CCCCC3)C(=O)C21 (centres undefined)	-2	25
C=CCn1c(SCC(=O)c2ccccc2)nnc1-c1cc2ccccc2o1	-2	27

A section taken from the entries so far, as a working copy:
SMILES	RAD54 branch	esBAF inh
Cc1cc(C)nc(NC(=O)NS(=O)(=O)Nc2ccc(Br)cn2)n1	0	-2
Nc1cc2ccccc2oc1=O	-2	5
N=c1n(Cc2ccccc2)c2ccccc2n1CC(O)c1ccco1 (centres undefined)	-28	4
O=C(NNS(=O)(=O)c1ccc(Cl)cc1)c1cnn(-c2ccccc2)c1-n1cccc1	0	1
Cc1ccc2cc(CN(Cc3ccco3)C(=O)c3cccs3)c(=O)[nH]c2c1	4	15
Cc1ccc(C2CC(=O)c3cnc(NC(=O)c4ccco4)nc3C2)cc1 (centres undefined)	-7	1
COC(=O)C1CCN(C(=O)CCC2CCCCC2)CC1	-1	7
COC(=O)CCSc1cc([N+](=O)[O-])cc2c1c(C1OCCS1)nn2-c1ccccc1 (centres undefined)	2	-6
CCN(CC)Cc1csc2ccc(Br)cc12	5	-1
O=C(Cn1nc(C(F)(F)F)c2c1CCCC2)NCCN1CCOCC1	-3	5
COc1cccc(-c2cc(C(=O)N/N=C/c3ccc(OC)c(COC(C)=O)c3)c3ccccc3n2)c1	-1	5
CS(=O)(=O)N1CCC(C(=O)NCc2ccco2)CC1	-19	-13
CCCCCCOC(=O)C(C#N)c1nc2ccccc2nc1N1CCCCC1 (centres undefined)	-17	4
OC(CN1CCN(C(c2ccccc2)c2ccccc2)CC1)c1ccccc1 (centres undefined)	3	7
OC1(c2cccc(C(F)(F)F)c2)CCN(Cc2nnnn2CCc2ccccc2)CC1	3	-1
OCC1(CO)COC2(CCCC2)N1	-4	2
CCCc1nc2c(=O)n(C)c(=O)[nH]c2n1CCC	-3	-9
O=C(Nc1nccs1)C1C2/C=C\CCCCC21 (centres undefined)	-1	11
CCC(=O)Nc1ccc2c(c1)ncn2-c1ccc(OC)cc1	-7	36
CCOC(=O)c1c(N)sc2c1CCC1C(=O)N(C3CCCCC3)C(=O)C21 (centres undefined)	-2	25
C=CCn1c(SCC(=O)c2ccccc2)nnc1-c1cc2ccccc2o1	-2	27

In a second layout: entries from further up.
Below each SMILES: RAD54 branch | esBAF inh
CC(=O)OC1CCC2(C)C(COc3ccc4ccc(=O)oc4c3)C(C)(O)CCC2C1(C)C (centres undefined)
 : -3 | 7
CCOC(=O)c1cccc(NC(=O)C(NS(=O)(=O)c2ccc3c(c2)CCN3C(C)=O)C(C)C)c1 (centres undefined)
 : 0 | 0

(next part)
SMILES	RAD54 branch	esBAF inh
CCOC(=O)C(CCOc1cccc(CC)c1)C(=O)OCC	-18	-5
CC(=O)NCCOc1c(C)cc(S(N)(=O)=O)cc1C	-1	0
COc1ccc(C(=O)N2CCC(C(=O)Nc3ccc(OC)c(OC)c3)CC2)cc1	4	-3
COc1ccc(N(C)C(=O)C2CCCN2S(=O)(=O)c2cccc3nsnc23)c(OC)c1 (centres undefined)	0	-4
O=C(CSc1nnnn1C1CC2CCC1C2)Nc1ccnc2ccccc12 (centres undefined)	-5	-31
O=C(NCCOc1ccccc1)c1n[nH]c(=O)c2ccccc12	-4	35
Cc1cc(=O)n(C(NC(=O)c2ccccc2)C(=O)c2ccccc2)cn1 (centres undefined)	4	3
N#Cc1c(-c2ccccc2)nc(N2CCCCCC2)[nH]c1=O	-4	-2
CCn1c(COc2ccc(C)cc2)nnc1SCc1nc2ccccc2[nH]1	6	-3
CN(Cc1ccccc1)C(=O)c1cccc(NC(=O)c2ccco2)c1	-4	-3
O=C(N/N=C\c1cn(-c2ccccc2)nc1-c1ccccc1)c1ccc(Br)o1	3	30
O=C(Nc1cccc2c1CCCC2)c1ccc(Br)o1	-5	-10
CCOC(=O)CSC1=C(C#N)C(c2sccc2C)CC(=O)N1 (centres undefined)	-2	-11
CC(C)(C)c1ccccc1OCCCCN1CCCC1	-5	-4
CC1C(C)C(O)(c2ccccc2)CCN1C (centres undefined)	-2	-4
COc1ccc(C(C)NC(=O)c2ccoc2C)cc1OC (centres undefined)	-5	-1
CC(C)COc1ccc(C(=O)OC2CC(C)(C)OCC2CN(C)C)cc1 (centres undefined)	-6	9
CC1(C)Cc2ccccc2C(NNC(=O)c2cccnc2)=N1	2	-6
O=C(NC(CO)c1ccccc1)c1ccco1 (centres undefined)	-8	-2
CC(C)(C)C1CCc2c(sc(NC(=O)C3CCCO3)c2C(N)=O)C1 (centres undefined)	-1	13

3 compounds from above, sorted by molar mass, smallest number first.
SMILES	RAD54 branch	esBAF inh
CCOc1ccc2nc(NS(=O)(=O)Cc3ccccc3)sc2c1	5	39
Cc1ccc(NS(=O)(=O)c2ccc(NS(=O)(=O)c3cccs3)cc2)cc1	3	-6
CC(=O)OC1CCC2(C)C(COc3ccc4ccc(=O)oc4c3)C(C)(O)CCC2C1(C)C (centres undefined)	-3	7

Next section:
SMILES	RAD54 branch	esBAF inh
Cc1ccc(C)c(NC(=O)CN(C)C(=O)Cc2coc3cc(C)c(C)cc23)c1	-13	-3
CNC(=O)Cn1nc(-c2ccc(Cl)cc2)c2ccccc2c1=O	-3	-8
Cc1cc(CC(C)C)n(-c2nc3ccccc3c(=O)n2OCC(=O)N(C)C)n1	-8	7
COC(=O)C1=C(C)NC(C)=C(C(=O)OC)C1c1ccc(OC(=O)c2ccco2)cc1	-1	-4
O=C(NCc1ccco1)c1sc2ccccc2c1Cl	4	49*
CCN(CC)CCCNC(=O)c1cc(-c2ccc(Cl)cc2)on1	9	-2
O=c1oc2ccccc2cc1-c1cn2cccnc2n1	6	-41
CC(=O)c1c(N)c(C#N)c(C)n1-c1ccc(Br)cc1	14	-7
Cc1cccc(OCC(=O)N2CCN(C(=O)Cc3ccccc3)CC2)c1	-8	-3
Cc1ccc(CC(=O)NCCS(=O)c2ccc(Cl)cc2)cc1 (centres undefined)	-3	-6
COc1ccc(CCn2nnnc2C(c2ccc(Cl)cc2)N2CCN(C)CC2)cc1OC (centres undefined)	-7	3
Cc1ccc(-c2csc3ncnc(N4CCN(S(=O)(=O)c5cccs5)CC4)c23)cc1	1	8
O=C(COc1ccc2ccccc2c1Br)N1CCOCC1	-6	28
CCOC(=O)c1nn(-c2ccc(F)cc2)c(-c2ccccc2)c1C(=O)c1ccccc1	-5	-4
Cc1ccccc1NS(=O)(=O)c1ccc(OCC(=O)N2CCCC2)cc1	6	1
Cc1[nH]nc2cn[nH]c12	-8	-5
CCc1nc(N2CCCC2)c(C#N)c2c1CCCC2	-2	-7
CCCCOCCCn1cnc2c([nH]c3cc(OC)ccc32)c1=O	0	5
